AmpC inh detg – AmpC beta-lactamase inhibition with detergent present. P00811. AmpC hydrolysis of nitrocefin, absorbance 480 nm, 0.01% Triton. Potency, µM (doses to about 114 µM), inactives show top-dose activity change, negative = inhibition, usual class: inhibitors. actives 0.041% (n = 370,000). AID 485294;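 note: potency is the fitted concentration of half-maximal effect; 0% = no-compound wells and -100% = no-enzyme wells; nearly all actives have a fitted effect of over 25% in size; some results filed as inactive show a strong effect at the top dose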
Target sequence (P00811 whole entry, looked up): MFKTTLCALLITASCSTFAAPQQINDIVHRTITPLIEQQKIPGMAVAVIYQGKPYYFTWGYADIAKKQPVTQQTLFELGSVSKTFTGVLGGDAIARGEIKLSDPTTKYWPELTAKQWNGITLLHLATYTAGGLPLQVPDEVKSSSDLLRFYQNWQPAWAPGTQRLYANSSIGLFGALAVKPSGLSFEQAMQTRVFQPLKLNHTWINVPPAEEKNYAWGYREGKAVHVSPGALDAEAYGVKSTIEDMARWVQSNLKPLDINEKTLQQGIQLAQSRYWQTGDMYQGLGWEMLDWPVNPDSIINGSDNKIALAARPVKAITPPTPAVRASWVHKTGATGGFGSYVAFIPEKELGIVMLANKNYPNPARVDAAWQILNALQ
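20 mM phosphate pH 7.0 + 0.01% (detergent screen) or 0.0001% Triton X-100; 5.3 nM AmpC reagent; cpd preinc 15 min RT; nitrocefin (800 uM stock) to start; A480 q20 s × 4 min; Activity was normalised to no-enzyme and no-compound control wells.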
AmpC no deterg – blocks E. coli AmpC beta-lactamase in detergent-free assay. P00811. AmpC nitrocefin hydrolysis, absorbance 480 nm, 0.0001% Triton. Potency, µM (series often up to 57.1 µM), inactives show at the highest dose activity change, negative = inhibition, most hits filed as inhibitors. actives 0.52% (n = 330,000). AID 485341;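 note: potency is the fitted concentration of half-maximal effect; plate controls were no compound for no effect and no enzyme for full effect; nearly all actives have a fitted effect of over 20% in size; some results filed as inactive show a strong effect at the top dose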
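20 mM phosphate pH 7.0 + 0.01% (detergent screen) or 0.0001% Triton X-100; 5.3 nM AmpC reagent; cpd preinc 15 min RT; nitrocefin (800 uM stock) to start; A480 q20 s × 4 min; Activity was normalised to no-enzyme and no-compound control wells.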
Sm TGR block – blocks Schistosoma mansoni thioredoxin glutathione reductase. Q962Y6. AID 485364. Potency, µM (titrated, usually from 114 µM), for the others: top-dose activity change, negative = inhibition, most hits filed as inhibitors. actives 3% (n = 360,000). purified TGR, DTNB reduction, TNB absorbance 405 nm; note: potency is the fitted concentration of half-maximal effect; nearly all actives have a fitted effect of over 60% in size
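First, TGR (20 nM dispensed) and NADPH were mixed with compound. Second, a 15 min room-temperature incubation followed. Third, further NADPH and then DTNB were added to start the reaction. Finally, TNB absorbance was monitored kinetically.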
AMA1 RON2 block – AMA1-RON2 (P. falciparum) interaction inhibition | AlphaScreen AMA1-biotinylated RON2 peptide binding | Potency, µM (top dose mostly 58.2 µM), for the others: top-dose activity change, negative = inhibition, usual class: inhibitors | actives 0.2% (n = 360,000) | AID 720542;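 note: potency is the fitted concentration of half-maximal effect; 0% = vehicle wells and -100% = peptide control; nearly all actives have a fitted effect of over 45% in size; some results filed as inactive show a strong effect at the top dose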
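AMA1 (3D7) with his tag at 25 nM final met compounds first, then biotinylated RON2 peptide at 25 nM; detection used donor plus acceptor beads, 10 µg/mL apiece, read by AlphaScreen after 30 min at room temperature.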
Giardia FBPA inh – blocks Giardia fructose-bisphosphate aldolase activity; AID 2451; Potency, µM (highest dose often 59.6 µM), without a hit: at the top dose activity, negative = inhibition, actives largely listed as inhibitors; A8B2U2; purified Giardia FBPA; actives 0.71% (n = 290,000); note: potency is the fitted concentration of half-maximal effect; nearly all actives have a fitted effect of over 55% in size
Target sequence (A8B2U2 whole entry, looked up): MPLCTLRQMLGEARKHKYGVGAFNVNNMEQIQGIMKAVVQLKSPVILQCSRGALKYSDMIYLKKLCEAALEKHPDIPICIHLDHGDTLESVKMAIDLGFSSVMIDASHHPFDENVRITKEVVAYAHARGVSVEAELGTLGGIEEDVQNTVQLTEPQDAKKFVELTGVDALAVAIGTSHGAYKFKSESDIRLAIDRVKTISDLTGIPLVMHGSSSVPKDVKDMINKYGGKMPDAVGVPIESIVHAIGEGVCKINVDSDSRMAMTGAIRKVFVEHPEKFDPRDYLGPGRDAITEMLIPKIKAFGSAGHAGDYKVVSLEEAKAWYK
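40 nM FBPA preincubated 10 min at RT with compound (up to 57.5 uM final), then substrate plus GAPDH/TPI/NAD/arsenate coupling and diaphorase/resazurin added. Fluorescence read after 20 min at RT, 525/598 nm.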
HCMV inh – inhibitors of human cytomegalovirus; actives 4.5% (n = 410,000); HFF cells, HCMV-luciferase reporter, 72 h; stronger effect = lower value; activity change, negative = inhibition, % at 57.5 µM; in the data active = activity change below about -60%; inconclusive = no clear call, values can overlap the other calls; inactive = above about -39%
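Human foreskin fibroblasts infected with luciferase-reporter HCMV at MOI 1 PFU/cell, compounds at two doses. Luciferase measured 72 h post infection; normalized to buffer-only basal and Salinomycin (10uM) controls.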
* = called active by the depositor; ? = inconclusive; · = no result given; [ ] = dose if it differs, or a comment. Unless noted, calls come from the whole dose curve; as a rule, active = well fitted curve in the direction sought with a large enough effect; inconclusive = small, poorly fitted or top-dose-only effect, or another doubt; inactive = no such curve, though single readings can be large; an effect the other way counts as inactive or inconclusive. Unless noted, % is set by controls: 0 for no effect and ±100 for the full control effect.

SMILES	HCMV inh	AMA1 RON2 block	Sm TGR block	Giardia FBPA inh	AmpC no deterg	AmpC inh detg
COc1cc(OC)cc(C2=NCCN2)c1	-35.4	-5.4%	-4.3%	-2.0%	-20.2%	2.4%
O=S(=O)(Nc1cccc(-n2cnnn2)c1)c1ccc(F)cc1	-23.7	0.0%	7.0%	·	-10.2%	?
CC(C)CNC(=O)c1oc2ccccc2c1COc1ccccc1	?	-3.0%	-1.2%	-1.7%	-9.2%	-16.0%
O=C(CC1C(=O)OCCN1Cc1ccccc1)Nc1cccc(C(F)(F)F)c1 (stereo not drawn)	-1.0	·	?	·	·	-4.0%
COc1cc(CCC(C)NCc2ccccc2)ccc1O (stereo not drawn)	11.4	1.3%	-25.8%	-0.8%	-6.7%	?
Cc1cc(Nc2ccc(F)cc2F)nc(-n2nc(C)cc2C)n1	?	·	1.2%	·	·	-0.1%
C/C(=N\NC(=O)Cc1cccn1C)c1ccc2ccccc2c1	67.7	2.4%	-0.5%	-5.4%	11.4%	-2.6%
N/C(CN1CCSCC1)=N\OCc1c(F)cccc1Cl	53.9	-2.8%	2.9%	4.8%	-12.0%	-14.4%
Cc1cccc2c(C(=O)N3CCN(c4ccccn4)CC3)cc(-c3cccc(Br)c3)nc12	?	-12.8%	-20.1%	-8.8%	28.7%	1.2%
COc1cccc(-c2nnc(NC(=O)c3ccc(S(=O)(=O)N4CC(C)OC(C)C4)cc3)o2)c1 (stereo not drawn)	-94.4*	-6.7%	2.0%	?	-13.3%	-3.9%
CSc1ccc(/C=C(/NC(=O)c2ccc(C)cc2)C(=O)Nc2cccc(F)c2)cc1	23.7	-8.8%	-27.4%	2.2%	-15.2%	-8.1%
N#CCCCC#Cc1ccc2c(c1)COc1c3ccccc3nn1-2	?	-11.5%	-14.4%	·	-3.6%	-0.1%
CCOC(=O)C1CCN(C(=O)COc2ccc(S(=O)(=O)NC(C)C)cc2Cl)CC1	12.8	-3.4%	-8.6%	1.4%	16.7%	?
CC(C)NC(=O)COC(=O)c1ccc(Cl)c(S(=O)(=O)N2CCCC2)c1	15.9	-13.5%	0.2%	3.0%	-9.0%	-9.7%
Cc1c(NS(=O)(=O)c2cc(C(=O)N3CCCC(C)C3)ccc2Cl)c(=O)n(-c2ccccc2)n1C (stereo not drawn)	?	-8.9%	·	·	-7.3%	·
CN(C)Cc1c(O)ccc2c(=O)c(-c3ccccc3Cl)coc12	14.6	12.1%	-22.8%	5.3%	-14.4%	?
COc1ccc(N(CCCN2C(=O)c3cccc4cccc(c34)C2=O)C(=O)c2ccncc2)cc1	33.5	-9.6%	-4.3%	-0.2%	4.8%[11.4 µM]	-11.0%
O=C(NCc1cccs1)C1CC(c2ccccc2O)=NO1 (stereo not drawn)	-9.9	12.2%	-10.0%	-2.0%	-29.4%	-9.6%
O=C(O)c1cc(-c2ccccn2)n[nH]1	-3.4	35.9%[activator]	1.1%	6.31µM*	8.4%	?
Brc1ccc(C2CC(c3ccccc3)=Nc3ccccc3N2)cc1 (stereo not drawn)	42.7	-3.7%	?	-27.6%	-32.6%	-4.4%
CCN(CC)S(=O)(=O)c1ccc2c(c1)N(CC(=O)Nc1ccc(C)cc1C)C(=O)C1CCCN21 (stereo not drawn)	-4.0	·	-15.7%	·	·	3.3%
CC(Sc1nc(-c2ccccc2)cc(=O)[nH]1)C(=O)O (stereo not drawn)	23.0	2.9%	0.0%	12.1%	-22.9%	-0.1%
Cc1nc(N2CCCC2)ncc1C(=O)NCc1ccc(Cl)cc1	-9.7	·	-0.4%	·	·	-9.2%
CCOC(=O)c1ccc(Nc2cnc3ccccc3n2)cc1	84.7	38.9%[activator]	5.7%	-1.1%	-25.0%	-2.2%
O=C(CCNC(=O)c1ccccc1)N=Nc1c(O)[nH]c2ccccc12	55.5	·	-11.6%	-4.1%	-10.5%	2.0%
CCc1ccc(NC(=O)C/C(C)=N/NC(=O)COc2ccccc2C)cc1	24.1	66.5%[activator]	-15.0%	·	4.7%	2.0%
CC1CCN(C(=O)CN(c2ccc(Cl)c(C(F)(F)F)c2)S(C)(=O)=O)CC1	-21.4	-4.6%	-0.4%	2.6%	83.0%[activator]	4.7%
Cc1ccc2sc(N3CCN(C(=O)CCS(=O)(=O)c4ccc(F)cc4)CC3)nc2c1C	-37.2	·	-26.1%	·	·	2.5%
COc1ccc(C2SCC(=O)N2c2c(C)n(C)n(-c3ccccc3)c2=O)cc1 (stereo not drawn)	-23.1	3.3%	-3.0%[11.4 µM]	2.6%	-1.9%	?
Nn1c(SCC(=O)N2CCN(S(=O)(=O)c3ccccc3)CC2)nnc1-c1cccs1	-36.0	-11.7%	3.5%	3.5%	-1.2%	-2.8%
Cc1ccc(Cl)cc1NC(=O)COC(=O)CC1CCCCC1	-13.3	19.3%	0.0%	·	7.3%	-5.3%
Nc1nc(CN2CCN(c3ccccc3F)CC2)nc(Nc2ccccc2)n1	23.8	?	-21.1%	4.0%	-18.2%	-14.1%
COC(=O)C1=C(c2ccc(F)cc2OCc2ccccc2)C[C@@H]2CC[C@H]1N2C(=O)NCc1ccc(C(C)(C)C)cc1	-5.4	-5.5%	0.5%	·	-23.5%	3.2%
CCOC(=O)c1cc(NC(=O)Cc2ccc(S(=O)(=O)N3CCOCC3)s2)cc(C(=O)OCC)c1	-22.9	5.5%	-2.8%	·	9.1%	-5.5%
CCn1cc(C(=O)NCCCOC(C)C)c(=O)c2cc(S(=O)(=O)N3CCCC3)ccc21	-35.4	10.6%	1.1%	-7.4%	132.6%[activator]	-4.2%
Cc1cc(OC(C)C(=O)Nc2ccc(S(=O)(=O)Nc3onc(C)c3C)cc2)cc(C)c1Cl (stereo not drawn)	9.9	-6.5%	-20.7%	-6.4%	-23.8%	?
COc1ccc(CNC(=O)CCc2c(C)nn(-c3ccc(N4CCCC4)nn3)c2C)c(OC)c1	-39.5	·	4.9%	·	·	-4.6%
COc1ccc(C2=Nc3ccccc3N(CC(=O)Nc3cccc(C(C)=O)c3)C(=O)C2)cc1	14.3	·	2.4%	·	·	16.7%
COCCn1c(C)cc(C(=O)CSc2nc(C)cc(C)c2C#N)c1C	12.8	-6.5%	-27.8%	-9.7%	13.8%	?
Cn1c(SCC(=O)Nc2ccc(C(=O)O)cc2)nc2scc(-c3ccccc3Cl)c2c1=O	7.3	-6.4%	·	·	-27.9%	·
COc1ccc(CNC(=O)CSc2nn3c(=O)c(C(C)(C)C)nnc3s2)cc1OC	?	48.0%[activator]	-1.1%	-4.0%	-14.8%	-11.9%
CCN(CC)CCCNC(=O)c1ccc(OCC(=O)Nc2ccccc2C(F)(F)F)c(OC)c1	-33.0	-10.1%	-9.6%	-1.9%	78.6%[activator]	-5.6%
CCCC(CCC)C(=O)OC1C[C@H]2CC[C@@H](C1)[N+]2(C)C (stereo partly drawn)	14.6	-8.2%	12.5%	6.8%	-10.3%	-14.8%
O=C(N/N=C/c1ccncc1)c1ccc(NS(=O)(=O)c2cccs2)cc1	-18.7	6.6%	1.8%	9.4%	-23.2%	-0.6%
CC1CCc2nc(NC(=O)Cc3cccs3)sc2C1 (stereo not drawn)	27.4	-3.8%	0.2%	-0.4%	-19.1%	0.7%
O=C(NCc1ccncc1)C(=O)NCC1OCCCN1S(=O)(=O)c1cc(F)ccc1F (stereo not drawn)	-2.0	1.3%	-9.7%	·	-0.5%	-3.9%
CCOc1ccc(NC(=O)CSc2nc3ccccc3c(=O)n2CCC(=O)NC2CCCCC2)cc1	0.0	·	2.3%	·	·	-6.4%
CCc1ccc(NC(=O)Cn2c(=O)n(Cc3ccco3)c(=O)c3cccnc32)cc1	-12.5	·	-14.6%	·	·	0.2%
CCOC(=O)Cn1c(CN2CCN(C(=O)c3ccco3)CC2)nc2c1c(=O)n(C)c(=O)n2C	?	0.7%	-18.7%	-6.4%	0.0%	1.7%
Cc1ccc(Cl)cc1NC(=O)CN1C(=O)C(C)(C)c2cc(S(=O)(=O)N3CCCCC3)ccc21	-12.8	·	-10.4%	·	·	-5.4%

Given with two lines to a compound: entries from further up
Values run as follows: HCMV inh	AMA1 RON2 block	Sm TGR block	Giardia FBPA inh	AmpC no deterg	AmpC inh detg
N#CCCCC#Cc1ccc2c(c1)COc1c3ccccc3nn1-2
→ ?	-11.5%	-14.4%	·	-3.6%	-0.1%
CCOC(=O)C1CCN(C(=O)COc2ccc(S(=O)(=O)NC(C)C)cc2Cl)CC1
→ 12.8	-3.4%	-8.6%	1.4%	16.7%	?
CC(C)NC(=O)COC(=O)c1ccc(Cl)c(S(=O)(=O)N2CCCC2)c1
→ 15.9	-13.5%	0.2%	3.0%	-9.0%	-9.7%
Cc1c(NS(=O)(=O)c2cc(C(=O)N3CCCC(C)C3)ccc2Cl)c(=O)n(-c2ccccc2)n1C (stereo not drawn)
→ ?	-8.9%	·	·	-7.3%	·

More results:
SMILES	HCMV inh	AMA1 RON2 block	Sm TGR block	Giardia FBPA inh	AmpC no deterg	AmpC inh detg
O=c1c2ccccc2n2c(-c3ccc(F)c(F)c3)nnc2n1CCc1ccccc1	-9.2	·	3.1%	·	·	25.7%
O=c1[nH]c2ccc(NCc3ccc(F)cc3)cc2[nH]1	30.1	-16.5%	?	-8.3%	-17.8%	5.4%
O=C(C1=C(O)C(=O)N(CCOCCO)C1c1cccs1)c1cccs1 (stereo not drawn)	14.5	4.2%	-6.6%	-1.3%	-26.2%	-1.9%
CCN(CC)C(=O)C1=C(C)NC(=S)NC1c1cn(-c2ccccc2)nc1-c1ccc(Cl)cc1 (stereo not drawn)	0.9	30.5%[activator]	4.9%	·	-6.9%	-3.1%
C=CCn1c(C)nc2ccccc2c1=O	27.5	8.9%	2.5%	3.6%	-10.0%	2.2%
COc1ccccc1N1CCN(C(=O)CC2NC3CCCCC3NC2=O)CC1 (stereo not drawn)	·	·	2.8%	8.6%	74.4%[activator]	?
O=C(Nc1nc(-c2ccc(F)cc2)cs1)C1CCCO1 (stereo not drawn)	-8.7	6.6%	9.1%	4.1%	-12.4%	1.5%
CCCN1C(=O)c2ccccc2NC1c1ccc(OC)cc1O (stereo not drawn)	-91.4*	6.9%	-4.2%	6.9%	-43.2%	-7.0%
CCc1ccc(NC(=O)CC2C(=O)N(c3ccc(Cl)cc3)C(=O)N2Cc2cccs2)cc1 (stereo not drawn)	42.1	·	5.4%	·	·	10.9%

Assay outcomes deposited in PubChem by National Center for Advancing Translational Sciences (NCATS).
